Source: PubChem (Sanford-Burnham Center for Chemical Genomics)
CXCR6 inh: CXCR6 receptor inhibitors, primary screen, cell-based, beta-arrestin, luminescence, CHO-K1 PathHunter, 1536-well; C-X-C chemokine receptor type 6 (Homo sapiens), O00574; inhibition, % at 20 µM; 0.36% of 360,000 active; AID 602244, 2012; in the data active = inhibition above about 34%, passing the limit was not always enough;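 also: antagonist mode with CXCL16 agonist at 10 nM final; 0% = 10 nM CXCL16 with DMSO and 100% = unstimulated wells without agonist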
Target sequence (O00574 whole entry, looked up): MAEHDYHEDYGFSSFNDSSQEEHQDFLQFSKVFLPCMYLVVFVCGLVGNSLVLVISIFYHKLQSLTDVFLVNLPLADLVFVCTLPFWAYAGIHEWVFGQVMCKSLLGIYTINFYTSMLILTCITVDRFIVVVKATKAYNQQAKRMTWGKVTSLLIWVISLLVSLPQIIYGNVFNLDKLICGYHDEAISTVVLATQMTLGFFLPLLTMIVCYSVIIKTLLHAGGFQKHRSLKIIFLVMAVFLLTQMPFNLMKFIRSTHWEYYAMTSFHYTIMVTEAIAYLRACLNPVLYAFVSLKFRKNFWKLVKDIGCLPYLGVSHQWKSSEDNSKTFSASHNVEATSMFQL
MPTP inh: mitochondrial permeability transition pore inhibitors, primary screen, biochemical, isolated mouse mitochondria, absorbance | inhibition, % at 10 µM | 1.4% of 360,000 active | Ca2+ swelling absorbance, 30 min | AID 602449, 2012;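 active = inhibition of 50% or more, scaled per plate between neutral and stimulator controls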;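 also: 0% = DMSO wells given calcium and 100% = 1 mM EGTA wells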
EBI2 block: EBI2 receptor antagonists, beta-arrestin recruitment, primary screen, cell-based, luminescence, 7a,25-OHC stimulation, uHTS | G-protein coupled receptor 183 (Homo sapiens), P32249 | 7a,25-OHC stimulated | inhibition, % at 5 µM | 0.81% of 360,000 active | AID 651636, 2012; in the data active = inhibition above about 38%;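 also: enzyme fragment complementation signal reports receptor beta-arrestin coupling in cells; 0% = agonist plus DMSO wells and 100% = wells without agonist; some results beyond the cut were filed as inactive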
Target sequence (P32249 whole entry, looked up, the tested form may be a part): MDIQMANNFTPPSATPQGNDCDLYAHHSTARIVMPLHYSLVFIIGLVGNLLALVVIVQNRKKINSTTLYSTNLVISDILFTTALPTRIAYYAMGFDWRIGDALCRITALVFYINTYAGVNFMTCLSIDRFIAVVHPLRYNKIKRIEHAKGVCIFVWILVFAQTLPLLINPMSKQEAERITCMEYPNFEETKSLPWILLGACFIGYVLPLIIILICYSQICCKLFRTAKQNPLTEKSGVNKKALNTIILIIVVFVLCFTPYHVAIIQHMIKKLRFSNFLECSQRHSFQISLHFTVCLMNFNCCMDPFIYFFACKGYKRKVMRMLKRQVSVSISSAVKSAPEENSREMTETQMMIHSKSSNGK
* hit, by the source's call. This is a subset (hit frequency here may not be typical).

cpd	CXCR6 inh	MPTP inh	EBI2 block	molecule
1	-5	1.1	-13	O=C(NC1CCCCC1)c1nc(C2CCNCC2)oc1-c1ccccc1
2	-7	-0.3	-3	C[C@H](CO)N1C[C@H](C)[C@H](CN(C)S(=O)(=O)c2ccccc2F)OCc2cnnn2CCCC1=O
3	2	1.7	2	O=C(Nc1cccc(OC(F)(F)F)c1)C1Cc2c(-c3ccc4c(c3)OCO4)ccnc2O1 (stereo not drawn)
4	10	0.7	-1	COc1ccc(C(=O)NCCCC2CCCC2)cc1OC1CCN(C(C)C)CC1
5	-6	0.3	8	O=c1cc(CN2CCN(c3ccc(Cl)c(Cl)c3)CC2)c2ccccc2o1
6	0	-0.8	1	COc1ccccc1Cn1c(=O)oc2ccccc21
7	-2	-1.0	3	O=C1CN(CN2CCCCC2)C(=O)CN1CN1CCCCC1
8	-2	0.2	1	Cc1ccc(C(O)c2ncc(-c3ccccc3Cl)[nH]2)cc1 (stereo not drawn)
9	2	0.9	-6	CN(C)S(=O)(=O)c1ccc(C(=O)Nc2nnc(SCC(=O)N3CCOCC3)s2)cc1
10	0	0.3	-7	COc1ccccc1N1CC(C(=O)OCC(=O)c2c(N)n(C)c(=O)n(C)c2=O)CC1=O (stereo not drawn)
11	-7	-1.0	2	c1cc(-c2ccc3[nH]ccc3c2)n2ccnc2c1
12	-23	2.5	-7	NC(Cc1ccc(Cl)cc1)c1csc(Nc2ccc(C(F)(F)F)cn2)n1 (stereo not drawn)
13	-6	0.2	6	COCOCCn1cc(CN2CCS(=O)(=O)N(Cc3ccc(-c4cccc(CO)c4)cc3)C(CC(C)C)C2=O)nn1 (stereo not drawn)
14	-3	-2.0	-7	Nc1nc2ncccc2cc1C(=O)NCCc1cccs1
15	-8	-0.7	-18	Cn1nc(C(C)(C)C)cc1N1C(=O)CCC1(C)C(=O)NC1CCCC1 (stereo not drawn)

13 of these compounds in another layout.
1	O=C(NC1CCCCC1)c1nc(C2CCNCC2)oc1-c1ccccc1
2	C[C@H](CO)N1C[C@H](C)[C@H](CN(C)S(=O)(=O)c2ccccc2F)OCc2cnnn2CCCC1=O
3	O=C(Nc1cccc(OC(F)(F)F)c1)C1Cc2c(-c3ccc4c(c3)OCO4)ccnc2O1 (stereo not drawn)
4	COc1ccc(C(=O)NCCCC2CCCC2)cc1OC1CCN(C(C)C)CC1
5	O=c1cc(CN2CCN(c3ccc(Cl)c(Cl)c3)CC2)c2ccccc2o1
6	COc1ccccc1Cn1c(=O)oc2ccccc21
7	O=C1CN(CN2CCCCC2)C(=O)CN1CN1CCCCC1
Assay by compound | 1 | 2 | 3 | 4 | 5 | 6 | 7
CXCR6 inh | -5 | -7 | 2 | 10 | -6 | 0 | -2
MPTP inh | 1.1 | -0.3 | 1.7 | 0.7 | 0.3 | -0.8 | -1.0
EBI2 block | -13 | -3 | 2 | -1 | 8 | 1 | 3

8	Cc1ccc(C(O)c2ncc(-c3ccccc3Cl)[nH]2)cc1 (stereo not drawn)
9	CN(C)S(=O)(=O)c1ccc(C(=O)Nc2nnc(SCC(=O)N3CCOCC3)s2)cc1
10	COc1ccccc1N1CC(C(=O)OCC(=O)c2c(N)n(C)c(=O)n(C)c2=O)CC1=O (stereo not drawn)
11	c1cc(-c2ccc3[nH]ccc3c2)n2ccnc2c1
12	NC(Cc1ccc(Cl)cc1)c1csc(Nc2ccc(C(F)(F)F)cn2)n1 (stereo not drawn)
13	COCOCCn1cc(CN2CCS(=O)(=O)N(Cc3ccc(-c4cccc(CO)c4)cc3)C(CC(C)C)C2=O)nn1 (stereo not drawn)
Assay by compound | 8 | 9 | 10 | 11 | 12 | 13
CXCR6 inh | -2 | 2 | 0 | -7 | -23 | -6
MPTP inh | 0.2 | 0.9 | 0.3 | -1.0 | 2.5 | 0.2
EBI2 block | 1 | -6 | -7 | 2 | -7 | 6

(cont.)
cpd	CXCR6 inh	MPTP inh	EBI2 block	molecule
16	4	1.4	13	COc1ccc(N(CC(=O)NC2CC3CCC2C3)S(=O)(=O)c2ccc(C)cc2)cc1Cl (stereo not drawn)
17	10	-0.3	-10	CC(=NNC(=S)N1CC2CCC(CC2)C1)c1ccccn1
18	-6	-0.7	15	CC(=NNC(N)=S)c1ccc2cc3c(cc2c1)OCO3
19	-8	-0.2	-3	CCSC1C(=O)N(C)C(SCC)C(=O)N1C (stereo not drawn)
20	-3	0.3	-3	CC1=C(C(=O)N(C)C)CC(CC(=O)NCCc2ccccn2)C(=O)N1Cc1ccc(C(C)(C)C)cc1 (stereo not drawn)
21	-5	-3.6	-9	O=c1[nH]c(=S)[nH]c2c1C(c1cccc(C(F)(F)F)c1)OC(CCc1ccccc1)C2 (stereo not drawn)
22	-1	-1.2	-6	O=S1(=O)CC(N2CCSCC2)CN1Cc1cn(Cc2ccc(Cl)cc2)nn1 (stereo not drawn)
23	1	0.5	-9	Cc1ccc(S(=O)(=O)NCc2nnnn2-c2ccc(F)cc2)cc1
24	21	-1.1	2	C[C@@H]1CN([C@@H](C)CO)C(=O)CCCn2cc(nn2)CO[C@H]1CN(C)S(=O)(=O)c1ccc(-n2cccn2)cc1
25	10	0.1	19	COc1ccccc1S(=O)(=O)N(C)C[C@@H]1Oc2cc(C#CCC(C)C)ccc2S(=O)(=O)N([C@H](C)CO)C[C@@H]1C
26	-1	-2.1	-2	OC1c2c(F)cccc2N=C2CCCCN21 (stereo not drawn)
27	-6	-1.5	-6	CCC(=O)N1CCCC1(C)C(=O)Nc1ccc2scnc2c1 (stereo not drawn)
28	4	-0.3	9	O=C(NCc1ccccc1)c1cc(C2CCCN(C(=O)c3cccs3)C2)on1 (stereo not drawn)
29	6	7.7	21	Cc1ccc2nc(C3CCCCC3)c(Cc3cccc(Cl)c3)n2c1
30	1	0.3	7	CC1(Cc2ccccc2Cl)C(=O)Nc2c(Cl)ccc(Cl)c21 (stereo not drawn)
31	-2	0.4	-9	Cc1ccc(SCc2c(C(=O)N/N=C/c3ccco3)nnn2-c2nonc2N)cc1
32	-10	5.6	0	CC(O)(c1ccc(F)c(F)c1)c1nc(-c2cccc(F)c2)cs1 (stereo not drawn)
33	1	-0.1	4	Cc1ccc(Cc2c(-c3ccc(Cl)cc3)nc3cc(C)c(Br)c(C)n23)cc1
34	10	1.4	8	COc1cc(C)c(CN2CCN(C(=O)CCC(=O)c3ccc(C)s3)CC2)cc1OC
35	1	0.4	-7	Cc1cccc(NC(=O)COC(=O)CN2C(=O)C3CCCCC3C2=O)c1C (stereo not drawn)
36	0	0.5	-6	COc1ccc(CNC(=O)O[C@H]2C[C@@H]3C(=O)N(c4ccccc4)C(=O)[C@@H]3[C@@H]3CN(S(=O)(=O)c4ccc(C)cc4)C[C@]23O)cc1OC
37	0	4.4	2	OC(c1ccc(Cl)cc1)c1ncc(-c2ccccc2Cl)[nH]1 (stereo not drawn)
38	1	-1.9	-1	OC[C@@H]1CN(Cc2ccc3c(c2)OCO3)C[C@H](n2cnc3c(N4CCCC4)ncnc32)O1
39	-4	-1.4	2	OCC[C@@H]1C[C@H](O)[C@@H](O)[C@]2(OCc3cc(Cl)ccc32)O1
40	1	-0.3	-1	COc1ccc(-c2csc(C(NC(C)=O)c3ccccc3)n2)cn1 (stereo not drawn)
41	-2	-1.7	-10	CCNC(=O)C1(C)CCCN(C(=O)c2sccc2C)C1 (stereo not drawn)
42	-1	1.1	11	C[C@@H]1CN([C@H](C)CO)S(=O)(=O)c2ccc(-c3cccc(C#N)c3)cc2O[C@H]1CN(C)C(=O)Nc1cc(F)ccc1F
43	0	0.7	2	COc1cccc(C(O)c2ncc(-c3cccc4ccccc34)[nH]2)c1 (stereo not drawn)
44	-1	-1.9	5	CC1(C(=O)NCc2cccc(Cl)c2)Cc2c(-c3ccccc3)ccnc2O1 (stereo not drawn)
45	-5	0.0	1	CCCCN(C=O)c1c(CC)nc2ccc(C(=O)N3CCN(C)CC3)cn12
46	-2	0.1	16	CC(=O)C1=CCC(c2ccc(C)cc2)N(S(=O)(=O)c2ccc(Cl)cc2)C1 (stereo not drawn)
47	10	-1.5	30	O=C(c1ccoc1)N1CCN(c2cc(-c3ccco3)nc3cc(-c4ccccc4)nn23)CC1
48	-1	0.7	-10	CC1(C(=O)NS(=O)(=O)Cc2ccccc2C(F)(F)F)CCN1C(=O)c1cccc(F)c1 (stereo not drawn)
49	17	-1.1	-3	Cc1cnc(CNC(=O)c2csc([C@@H]3O[C@H](CO)[C@H](O)[C@H](O)[C@H]3O)n2)cn1
50	-1	-1.4	14	O=C1NC[C@H](CC2CCCCC2)N(CCC23CC4CC(CC(C4)C2)C3)C1=O
51	-2	-1.5	0	OCC1OC(c2ccc(O)cc2O)C(O)C1O (stereo not drawn)
52	6	0.7	13	COc1ccc([C@H]2N[C@]3(CCCN(Cc4ccc(Br)cc4)C3=O)[C@H]3C(=O)N(Cc4ccccc4)C(=O)[C@@H]23)cc1
53	-3	21	-10	COc1cccc(CNc2nc(NCC3CC3)nc3ccsc23)c1
54	-8	86*	-4	Cc1cccc(-n2ncc3c2CCCC3NC(=O)c2ccncc2)c1C (stereo not drawn)
55	-1	0.0	-6	O=C(CN1CCN(c2cccc(C(F)(F)F)c2)CC1)Nc1ccc2c(c1)OCCCO2
56	-4	0.8	-3	CC1(C(=O)NS(=O)(=O)c2ccc3c(c2)CCO3)CCN1C(=O)CCc1ccc(Cl)cc1Cl (stereo not drawn)
57	-7	-1.0	-1	NC(=O)c1cnc(Cc2c[nH]c3ccccc23)c(I)c1
58	10	-0.2	1	COc1ccc2c([N+](=O)[O-])c(N3CCOCC3)[nH]c2c1
59	6	1.3	6	Cc1cc(C)c(NC(=O)CNC(=O)c2cc(C3CC3)nc3c2cnn3C(C)C)c(C)c1
60	0	-1.1	-4	CC(C)OCCCNC(=S)N1CCC(C(=O)c2ccc(F)cc2)CC1
61	4	0.8	-8	O=C(N/N=C/c1ccc(N2CCOCC2)s1)c1ccc(O)cc1
62	-6	2.7	74*	O=C(NN=Cc1c[nH]c2ccccc12)NN=Cc1c[nH]c2ccccc12
63	-6	2.3	3	O=S1(=O)C[C@H](N2CCC(Cc3ccccc3)CC2)[C@@H](COCc2ccccc2)N1
64	-3	-0.3	-4	O=C(Nc1cc(F)ccc1F)c1ccc2c(=O)n3c(nc2c1)CCC3
65	-5	0.3	-5	Nc1ncnn1Cc1ccccc1
66	-7	9.0	11	COc1ccccc1CCn1cnc(Cc2ccccc2)c1C(C)C
67	-5	0.6	0	COc1ccc(NC(=O)N(C)[C@H]2C[C@H]3c4[nH]c5ccccc5c4CCN3C(=O)[C@H]2CO)cc1
68	-11	-0.7	-6	O=C(Nc1cccc(Cl)c1Cl)c1csc([C@H]2C[C@H](O)[C@@H](CO)O2)n1
69	10	-2.6	12	COc1ccccc1Cc1c(-c2ccco2)nc2ccc(Br)cn12
70	-6	-0.4	-10	CC(=O)NC(c1ccccc1)c1nc(-c2cc(F)cc(F)c2)cs1 (stereo not drawn)
71	2	-2.5	-1	CC(C)C[C@@H](CN1CCC[C@H]1CN1C(=O)C(=O)NC[C@@H]1Cc1ccc(O)cc1)N1C[C@H](Cc2ccccc2)N(CC2CCCCC2)C(=O)C1=O
72	-3	1.5	8	CCc1nc2ccc(C(=O)Nc3cccc(NS(C)(=O)=O)c3)cn2c1N(CC)Cc1cccc(Br)c1
73	-2	-0.3	-14	COC(=O)c1ccc2nc(-c3ccc(OC)c(OC)c3)c(Cc3ccsc3)n2c1
74	8	1.0	6	COc1ccc([N+](=O)[O-])cc1NC(=O)COC(=O)C12CC3CC(CC(O)(C3)C1)C2
75	1	0.8	-9	O=C(NC1CCCC1)C1c2ccccc2OCC(=O)N1Cc1ccccc1 (stereo not drawn)

Pulled by structure from above:
cpd	CXCR6 inh	MPTP inh	EBI2 block	molecule
64	-3	-0.3	-4	O=C(Nc1cc(F)ccc1F)c1ccc2c(=O)n3c(nc2c1)CCC3
72	-3	1.5	8	CCc1nc2ccc(C(=O)Nc3cccc(NS(C)(=O)=O)c3)cn2c1N(CC)Cc1cccc(Br)c1

The list continues:
cpd	CXCR6 inh	MPTP inh	EBI2 block	molecule
76	0	0.2	-1	O=C(Nc1cccc(-c2ccc(N3CCOCC3)nn2)c1)c1cccc(Cl)c1
77	-2	1.1	32	COc1ccc(C(C)=O)cc1CC1(C)C(=O)Nc2ccc(-c3cccc(C(F)(F)F)c3)cc21 (stereo not drawn)
78	8	0.7	-2	CCNC(=O)C1(C)CCCCN1Cc1ccc(C#N)cc1 (stereo not drawn)
79	-12	1.0	-8	O=C(c1[nH]c(C(F)(F)F)nc1-c1ccccc1)N1CCc2ccccc2C1
80	-5	0.7	-1	Cc1onc(-c2ccccc2Cl)c1C(=O)NCc1nnnn1-c1ccc(F)c(F)c1
81	-1	0.3	-1	COc1ccc(C2=Nc3ccccc3NC(=O)C2N(C(=O)c2cc3ccccc3[nH]2)c2ccccc2)cc1 (stereo not drawn)
82	-7	1.1	-4	CC(=O)N1CCN(Cc2cc(=O)oc3ccc4ccccc4c23)CC1
83	11	0.1	7	CCCCN(C(C)=O)c1ccc2c(c1)C1CC2CCN1Cc1ccccc1 (stereo not drawn)
84	-2	-0.2	8	CCCNC(=O)C1(C)CCCN(Cc2csc3ccccc23)C1 (stereo not drawn)
85	0	1.1	9	O=C(Nc1ccc2c(c1)OCCO2)C(c1cc2ccccc2o1)N1CCN(c2ccc(C(F)(F)F)cn2)CC1 (stereo not drawn)
86	0	-1.2	-2	COc1ccc(C(CNC(=O)CSc2ccccc2)N2CCOCC2)cc1 (stereo not drawn)
87	-1	-0.1	2	CC(=O)Nc1ccc(CNc2nc(NC(C)C)nc3ccsc23)cc1
